NPY-Y1 PAM-ag: potentiates or activates human NPY-Y1 receptor; actives 0.37% (n = 220,000); NPY-Y1 expressing cells, potentiator/agonist activation; AID 1304; activation, % at 3.6 µM; in the data active = activation above about 33%, passing the limit was not always enough;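 also: cells stimulated with NPY at EC10 then isoproterenol at EC100; 0% = low agonist plus stimulus and 100% = saturating agonist plus stimulus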
Target sequence (P25929 whole entry, looked up): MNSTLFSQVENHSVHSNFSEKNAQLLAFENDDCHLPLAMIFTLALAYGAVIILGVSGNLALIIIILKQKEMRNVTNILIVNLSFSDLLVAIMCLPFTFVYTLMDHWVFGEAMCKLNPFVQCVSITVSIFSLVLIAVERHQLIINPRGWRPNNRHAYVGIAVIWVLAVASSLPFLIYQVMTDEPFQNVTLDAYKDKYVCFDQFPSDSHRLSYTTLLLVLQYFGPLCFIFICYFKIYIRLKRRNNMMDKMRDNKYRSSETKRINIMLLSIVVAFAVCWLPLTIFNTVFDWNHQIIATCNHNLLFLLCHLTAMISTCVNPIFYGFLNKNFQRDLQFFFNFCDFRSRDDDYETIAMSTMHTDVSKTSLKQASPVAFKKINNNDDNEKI
RBBP9 inh: inhibitors of human serine hydrolase RBBP9. O75884. recombinant RBBP9, FP-Rh probe fluorescence polarization. AID 1515. inhibition, % at 7.94 µM. actives 0.2% (n = 220,000);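 active = inhibition above the campaign mean of all tested compounds plus 3 SD, cut at about 14% in these data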;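 also: plate controls were DMSO wells with RBBP9 for no effect and wells lacking RBBP9 protein for full effect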
Target sequence (O75884 whole entry, looked up): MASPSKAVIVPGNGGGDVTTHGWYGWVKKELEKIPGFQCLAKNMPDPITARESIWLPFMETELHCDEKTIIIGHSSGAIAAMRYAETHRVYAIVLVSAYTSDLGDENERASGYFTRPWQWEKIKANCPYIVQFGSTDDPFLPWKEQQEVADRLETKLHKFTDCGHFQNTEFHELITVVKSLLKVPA
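Controls: DMSO-treated enzyme wells and wells lacking RBBP9 | Material: RBBP9 protein | Technique: Fluorescence polarization | Replication: Single well per compound, no replicates | Buffer or medium: Tris-NaCl-Pluronic buffer, pH 8.0 | Timing: 30 min compound preincubation, 45 min probe labeling, 25 °C | Read-out basis: Percent inhibition from mP, scaled between DMSO and no-protein wells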
S1P4 ag: agonists of human S1P4 receptor | O95977 | S1P4-expressing cell line, agonist reporter assay | activation, % at 4.98 µM | actives 0.35% (n = 220,000) | AID 1509; in the data active = activation above about 11%;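 also: 0% = DMSO vehicle and 100% = reference agonist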
Ba/F3 V617F tox: reduce viability of Ba/F3 cells dependent on JAK2V617F | Ba/F3 EpoR-JAK2V617F viability, ATP luminescence | inhibition, % at 5.6 µM | actives 1.1% (n = 220,000) | AID 1446;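 active = inhibition above the campaign mean plus 3 SD over all tested compounds, cut at about 24% in these data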;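 also: cytokine-independent growth of Ba/F3 cells driven by EpoR plus mutant JAK2; 0% = DMSO-treated cells and 100% = JAK inhibitor I control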
S1P4 antag: blocks the human S1P4 receptor; O95977; actives 0.26% (n = 220,000); inhibition, % at 4.98 µM; AID 1510; S1P4-expressing cells, antagonist mode, reporter read-out; in the data active = inhibition above about 29%;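 also: 0% = wells stimulated with agonist and 100% = vehicle wells without agonist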
NPY-Y1 antag: blocks the human neuropeptide Y Y1 receptor; HEK293-CNG Y1 cells, membrane potential fluorescence; NPY at EC95, then isoproterenol; inhibition, % at 3.6 µM; actives 1% (n = 200,000);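 active = inhibition above the campaign mean inhibition of all tested compounds plus 3 SD, cut at about 20% in these data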;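 also: 0% = DMSO wells given NPY plus isoproterenol and 100% = isoproterenol alone without NPY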
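Test system: HEK293 cells co-expressing NPY Y1 receptor and cyclic-nucleotide gated channel; Also added: NPY (25 nM), isoproterenol (1 µM), Ro 20-1724 (25 µM); Compound dosing: one concentration, 3.6 µM, in 0.4% DMSO; Timing: dye 3 h, compound 60 min room temperature, stimulation 45 min; Technique: Membrane-potential fluorescent dye readout.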
NPY-Y2 PAM-ag: potentiators or agonists of human neuropeptide Y receptor Y2; P49146; cells expressing NPY-Y2, potentiator/agonist read-out; activation, % at 3.6 µM; actives 0.45% (n = 220,000); in the data active = activation above about 27%;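 also: cells stimulated with NPY near EC25 plus isoproterenol at EC100; 0% = vehicle plus submaximal agonist and 100% = vehicle plus saturating agonist; some results beyond the cut were filed as inactive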
Runt-CBFb FRET: inhibitors of human RUNX1 Runt domain binding to CBFb; Q01196+Q13951; Cerulean-Runt/Venus-CBFb FRET ratio 530/480, 1 h; inhibition, % at 20 µM; actives 0.46% (n = 220,000);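 active = inhibition over about 50% at 20 µM in the single-dose screen, limit read from the data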;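 also: 0% = DMSO wells and 100% = excess unlabeled CBFb competitor control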
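Measured by: fluorescence energy transfer, 422 nm excitation, 530/480 nm emission; Assay system: Cerulean-Runt domain; Medium: Tris pH 7.5 buffer with BSA; Measure: loss of energy transfer signal; Controls: 5 µM unlabeled CBFb as full-inhibition high control; Incubation: protein complex preformed 1 h, compound exposure 1 h, room temperature, dark.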
BaF3 parental: counter-screen for JAK2V617F inhibitors: parental Ba/F3 viability inhibitors. inhibition, % at 5.6 µM. actives 1.1% (n = 220,000). CellTiter-Glo ATP luminescence;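 active = inhibition above a per-campaign cutoff, the mean inhibition of all tested compounds plus 3 SD, cut at about 27% in these data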;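 also: 0% = DMSO wells and 100% = JAK Inhibitor I control wells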
Active calls of the source: *; . = not tested or not shown.

SMILES	NPY-Y1 PAM-ag	RBBP9 inh	S1P4 ag	Ba/F3 V617F tox	S1P4 antag	NPY-Y1 antag	NPY-Y2 PAM-ag	Runt-CBFb FRET	BaF3 parental
CCOC(=O)c1cccc(NC(=O)/C=C/c2ccc([N+](=O)[O-])cc2)c1	-3	-8	-0.1	-2	-4	5	12	2	4
COc1ccc(NS(=O)(=O)c2ccc3c(c2)Cc2ccccc2-3)cn1	-23	-12	-1.1	0	2	7	-15	-2	3
COCCn1c(SCc2nnc(-c3ccc(OC)c(OC)c3)o2)nc2sc3c(c2c1=O)CCC3	-25	-2	1.6	-4	-8	4	-2	.	3
CCCCN(CC)CCCNC(=O)C1CCN(c2ncnc3c2sc2cccc(F)c23)CC1	-9	0	0.2	4	1	10	-9	0	12
Cc1ccccc1C1=N/C(=C/c2cccs2)C(=O)O1	8	-1	1.5	-3	-2	5	16	-1	1
c1ccc(C2CC(c3cccs3)n3nnnc3N2)cc1 (configuration not stated)	12	-1	-1.1	-3	1	-2	-20	1	-2
CCCC(=O)Nc1ccc2c(c1)nc(CCNC(=O)c1ccco1)n2C	-22	-8	0.1	-3	0	.	8	1	0
N#Cc1c2nc3ccccc3nc2n2cc(NC(=O)c3ccc(F)cc3)ccc12	7	-6	-0.4	0	-25	-3	8	-30	9
CCOC(=O)CSc1cc(C)c(C#N)c2nc3ccccc3n12	-4	-5	1.7	1	-4	-3	9	34	6
CCOC(=O)c1nc(-c2ccccc2)oc1N1CCOCC1	7	1	1.6	2	0	-2	-11	-1	8

Laid out differently: entries from further up.
Order of results: NPY-Y1 PAM-ag	RBBP9 inh	S1P4 ag	Ba/F3 V617F tox	S1P4 antag	NPY-Y1 antag	NPY-Y2 PAM-ag	Runt-CBFb FRET	BaF3 parental
Cc1ccccc1C1=N/C(=C/c2cccs2)C(=O)O1
 : 8	-1	1.5	-3	-2	5	16	-1	1
c1ccc(C2CC(c3cccs3)n3nnnc3N2)cc1 (configuration not stated)
 : 12	-1	-1.1	-3	1	-2	-20	1	-2
CCCC(=O)Nc1ccc2c(c1)nc(CCNC(=O)c1ccco1)n2C
 : -22	-8	0.1	-3	0	.	8	1	0

The main list resumes with the 5 entries that preceded the break.
SMILES	NPY-Y1 PAM-ag	RBBP9 inh	S1P4 ag	Ba/F3 V617F tox	S1P4 antag	NPY-Y1 antag	NPY-Y2 PAM-ag	Runt-CBFb FRET	BaF3 parental
c1ccc(C2CC(c3cccs3)n3nnnc3N2)cc1 (configuration not stated)	12	-1	-1.1	-3	1	-2	-20	1	-2
CCCC(=O)Nc1ccc2c(c1)nc(CCNC(=O)c1ccco1)n2C	-22	-8	0.1	-3	0	.	8	1	0
N#Cc1c2nc3ccccc3nc2n2cc(NC(=O)c3ccc(F)cc3)ccc12	7	-6	-0.4	0	-25	-3	8	-30	9
CCOC(=O)CSc1cc(C)c(C#N)c2nc3ccccc3n12	-4	-5	1.7	1	-4	-3	9	34	6
CCOC(=O)c1nc(-c2ccccc2)oc1N1CCOCC1	7	1	1.6	2	0	-2	-11	-1	8
CC1CCN(S(=O)(=O)c2cccc(C(=O)Nc3ccccc3)c2)CC1	-4	-2	-0.9	-5	-6	3	-1	.	-3
CCC(C)N1C(=S)SC(C)(C)C1N(O)C(=O)NC1CCCCC1 (configuration not stated)	-17	-3	-0.1	-1	10	.	3	0	-1
COC(=O)c1ccc(COc2cccc3c2CCN(Cc2cccc(C)c2)C3=O)o1	16	-3	0.9	-3	-21	9	-3	-3	7
COCCCNC(=S)N(Cc1ccccc1)Cc1ccccc1	3	-9	0.3	1	-13	2	2	-2	6
O=C(c1ccc(COc2ccccc2[N+](=O)[O-])o1)N1CCCCCC1	9	-4	-0.8	1	-1	-7	-6	1	8
OC[C@@H](O)C1OC2NC(=S)OC2C1O (some centres not stated)	-4	-8	0.5	3	-2	-3	-22	1	9
CCCc1nc2oc3c(Cl)ncnc3c2c2c1CCCC2	2	-1	-0.7	-4	-1	.	-3	-1	-1
CN(C)CCCNc1ccc(-c2nn(C)c(=O)c3ccccc23)cc1[N+](=O)[O-]	5	-8	0.1	0	16	4	-9	-2	4
O=C(c1cc(-c2ccco2)on1)N1CCOCC1	-9	-7	-1.5	-4	-8	-1	12	-3	0
COc1ccc(C2C(CC(=O)O)=C(O)C(=O)N2c2ccccc2)cc1 (configuration not stated)	-24	-8	2.9	4	-8	-2	-4	4	7
O=C1CSC(c2cccnc2)N1c1ccc(F)cc1 (configuration not stated)	-2	-2	-0.6	-2	-3	-1	2	2	2
CCOP(=O)(OCC)C(C#N)=C1SCN(c2ccccc2)CS1	4	2	0.9	-2	-7	-2	-7	.	-2
COc1ccc(NC(=O)c2onc(C)c2Cl)cc1OC	0	-3	-0.8	-4	-6	5	-9	0	6
O=C(NCCC1=CCCCC1)C1CCCN(S(=O)(=O)c2ccccc2)C1 (configuration not stated)	3	-6	0.4	-3	-27	1	7	-1	0
COc1ccc(OC)c(-c2csc(N(CC3CCCO3)C(=O)C3CCCCC3)n2)c1 (configuration not stated)	-30	-2	1.1	4	-8	8	-21	1	-1
CC(=O)Nc1cccc(-c2csc(Nc3ccc(C)cn3)n2)c1	15	-2	-0.6	2	-8	5	11	-6	9
COc1ccc(OC2C(=O)N(Cc3ccc4c(c3)OCO4)C2c2sccc2C)cc1 (configuration not stated)	-13	-8	-0.2	-2	14	7	-25	-1	-3
CC1CCC/C(=N\NC(=S)Nc2ccccc2)C1 (configuration not stated)	-11	-4	2.1	-3	-15	0	11	-2	1
Cc1ccc(NC(=O)c2ccccc2F)nc1	3	-9	2.2	3	-26	-5	0	0	2
COc1cc(NC(=O)c2ccccc2-c2ccccc2)cc(OC)c1OC	-13	-2	-2.6	9	-19	2	-3	2	9
CC(=O)N1CCc2cc(C(=O)CN3CCC(C)CC3)ccc21	7	-10	-1.4	-2	1	3	-13	3	7
Cc1cc2n(n1)C(c1ccc(O)cc1)Nc1ccccc1-2 (configuration not stated)	8	-4	-5.3	-3	2	-4	7	0	0
C=C1CC2C3CC[C@@]4(OCOC45COCO5)[C@@]3(C)C(O)CC2[C@@]2(C)CCC(=O)C=C12 (some centres not stated)	-17	-11	0.8	2	-9	0	-6	-3	-3
O=C(Nc1ccc2oc(-c3ccncc3)nc2c1)c1ccc(F)cc1	12	0	20*	-1	-11	-4	7	1	-2
CCOCCCNC(=O)Cc1ccc(Br)cc1	-2	-2	0.9	-3	-19	-3	3	0	2
CC(=O)N(C)c1ccc(OCC(O)CN(Cc2ccco2)S(=O)(=O)c2ccc(C)cc2)cc1 (configuration not stated)	11	-4	3.7	3	-20	-4	-8	1	5
CC(C)(C)C1CCC(=NNC(=S)Nc2cccnc2)CC1 (configuration not stated)	7	-2	0.9	0	2	9	-7	0	9
COc1ccnc(Oc2ccccc2)c1C(N)=O	10	-8	-0.7	-3	6	6	3	-1	1
Cc1ccc(SCC(=O)N2CCc3ccccc32)cc1	-19	-2	2.8	-4	1	5	-11	-1	2
Cc1ccc(C(=O)c2oc3ccccc3c2NC(=O)c2cc(-c3cc(C)ccc3O)n[nH]2)cc1	2	-1	1.6	2	-9	.	5	-6	-5
CCO[C@H]1OC(C(=O)N2CCOCC2)=C[C@@H](C2CC2)[C@@H]1CCCO	-8	-8	0.3	0	-2	0	-13	-1	-2
CC1=CC(=O)C(C(C)C)=C/C1=N\OC(=O)c1cccc2nc(C)oc12	-40	-6	-1.5	11	-2	-2	-7	16	4
CN(C)c1ccc(NC(=O)c2ccc([N+](=O)[O-])cc2Cl)cc1	4	-8	0.3	-2	-9	-1	2	0	5
O=C(CSc1nc2ccccc2c(=O)[nH]1)N1CCCCC1	-2	6	0.1	-3	-15	-1	-18	0	0
CCn1c(=O)cc(SCC(=O)Nc2ccc3c(c2)OCO3)c2ccccc21	-4	-9	-0.5	-1	-3	4	-11	1	3
CCSc1nc(=S)n(Cc2ccccc2)c(C)c1C(C)=O	0	-8	0.9	-3	-18	1	16	-2	4
CCNC(=O)N1C(=O)C2(OCCO2)c2ccccc21	-2	-5	0.8	-2	21	8	-5	-2	-1
CC(=O)N1CC(=O)N=C1SCC(=O)Nc1nc(-c2ccccc2)c(-c2ccccc2)s1	13	-2	3.7	0	-7	-4	13	-7	5
Cc1ccc(NC(=O)C2CCCNC2=O)nc1 (configuration not stated)	5	-1	1.8	0	-21	-3	-11	0	3
O=C(CSc1nnc(C2CCCCC2)n1Cc1ccccc1)NCc1ccco1	1	-4	-1.7	4	18	-6	4	0	6
CC1(C)OCC(COC(=O)Nc2cccnc2)([N+](=O)[O-])CO1	26	7	-2.6	-5	-9	-3	11	1	-2
O=C(OCC(=O)N1CCc2ccccc21)c1cccnc1	3	7	0.9	-3	-12	-5	-2	2	1
